Assay outcomes deposited in PubChem BioAssay by NCI.
All columns: NCI-60 one-dose screen, growth in % after 48 h at 10 µM unless noted; 100 = growth as untreated, 0 = no growth, -100 = all killed.
COLO 205: COLO 205 colon cancer; 7.3% of 79,000 active
SW-620: SW-620 colon cancer | 5.2% of 82,000 active
HT29: HT29 colon cancer. 7.4% of 81,000 active. AID 1794748
HCC-2998: HCC-2998 colon cancer; AID 1794799; 4.7% of 79,000 active
KM12: KM12 colon cancer cells; 5% of 82,000 active; AID 1794800
SNB-75: SNB-75 CNS cancer; 5% of 79,000 active; AID 1794750
A498: A498 renal cancer cells; 5.4% of 76,000 active
HCT-116: HCT-116 colon cancer; 7.3% of 82,000 active; AID 1794798
HCT-15: HCT-15 colon cancer; 5.2% of 82,000 active
The depositor's hits bear a star; · = not tested or not shown; & = joins results of further samples; [ ] = remark or other dose. The calls were made as follows: active = growth percent below 10; inactive = the rest. A portion of the library (hit frequency here may not be typical).

SMILES	COLO 205	SW-620	HT29	HCC-2998	KM12	SNB-75	A498	HCT-116	HCT-15
C/C=C(\C)C(=O)O[C@@H]1C(O)[C@H]2OC(COC(=O)CCC(=O)CCCCCC[C@H](CCCCC)O[C@@H]3OC(C)[C@H](OC(C)=O)C(O)[C@H]3O2)[C@H]1OC(=O)/C=C/c1ccccc1 (some centres not stated)	-2.6*	24.6	5.3*	39.3	16.4	1.7*	14.8	8.9*	13.0
O=C(O)c1c(Cl)n(Cc2ccc(O)cc2)c2ccc(O)cc12	110.0	100.6	110.4	119.0	107.0	80.6	107.1	95.0	117.5
BrCC[N+]12CC[N+](CCBr)(CC1)C2	107.8	93.1	104.2	·	125.2	100.4	95.5	107.1	104.9
COc1nc2c(c(-c3ccc(F)cc3)c1C#N)[C@H]1CCC(/C2=C\c2ccc(F)cc2)N1C	96.6	89.2	83.4	84.3	88.6	101.4	73.0	73.5	87.3
CCN(CC)CCOC(=O)C(c1ccccc1)C1(O)CCCCC1 (configuration not stated)	114.3	126.1	104.6	102.7	102.5	90.0	97.8	111.8	105.6
CN(C)C(=O)Nc1ccc(Cl)cc1	112.2	118.0	114.3	105.7	120.2	96.8	117.0	109.7	108.8
O=c1ccc2cc(OC3OC(CO)C(O)C(O)C3O)c(O)cc2o1 (configuration not stated)	105.1	104.2	104.2	109.8	98.7	77.5	88.6	94.2	96.1
Fc1ccc2c(c1)c(-c1nc(-c3c[nH]c4ncccc34)cs1)cn2CCN1CCCCC1	55.7	85.1	51.0	63.1	66.7	60.6	86.8	47.2	52.6
Cc1ncn2nc(NN)nc2n1	113.1	102.7	111.6	104.7	99.7	101.9	105.5	100.2	102.8
O=C/C(Cl)=C(/Cl)C(=O)O	104.5&117.6	102.0&101.2	101.4&100.1	102.4&99.8	103.8&100.4	89.2&89.8	97.5&107.8	91.5&86.7	95.5&97.7
CN(C)CC(=O)c1ccc(O)c(O)c1	105.4	106.4	118.6	·	107.5	77.3	92.5	107.8	97.2
CCC(N)Cc1c[nH]c2ccccc12 (configuration not stated)	99.8	101.3	112.4	·	111.7	94.4	136.7	104.4	104.5
COC(=O)[C@@]12C(N)=NC(=C(C#N)C#N)[C@]1(C#N)[C@H]2c1cc(OC)c(OC)c(OC)c1	117.4	105.5	114.4	·	112.4	71.2	95.6	108.7	93.6
O=S(=O)(c1ccccc1)C(Br)Br	110.0	107.1	104.8	106.3	105.6	89.8	96.7	102.5	99.1
CC(=O)OC1CCC2(C)C(CCC3C2CC(=O)C2(C)C3CC(Sc3ccc(N(CCCl)CCCl)cc3)C2C(C)=O)C1 (configuration not stated)	9.1*	68.4	11.9	87.2	32.6	110.6	103.0	72.0	50.5
CN(C)Cc1c[nH]c2ccc([N+](=O)[O-])cc12	104.5&101.4	103.0&107.4	104.1&103.9	105.1&103.3	114.5&114.5	93.7&85.8	99.3&82.4	109.6&96.8	103.8&106.6
CC1CCC(OC(=O)CCl)CC1 (configuration not stated)	109.6	99.2	94.2	110.8	100.0	95.9	92.3	98.1	113.3
COCCOCCOCCOc1ccc(-n2cc(CCCN(CCNc3ccnc4cc(Cl)ccc34)C(=O)CCC(=O)O[C@@H]3O[C@@H]4OC5(C)CC[C@H]6[C@H](C)CC[C@@H]([C@H]3C)[C@@]46OO5)nn2)cc1	11.8	30.0	20.6	67.2	28.6	57.6	94.9	15.5	14.2
ClCCN1CCCCC1	103.8	93.7	100.5	97.7	100.3	89.4	100.8	98.0	96.8
Cc1nc2ccccc2c(=O)n1-c1ccc([N+](=O)[O-])cc1	114.8	·	104.9	108.5	106.2	74.8	104.9	97.0	104.1
O=C1C=C2C=C[C@@H]3C[C@@]2(O1)[C@H]1CCCCN31	84.8	102.8	75.7	101.5	92.5	77.4	83.5	70.0	81.7
CN(CCCCN(C)CCOS(C)(=O)=O)CCOS(C)(=O)=O	74.2	74.1	86.9	58.4	95.1	88.5	85.3	81.4	89.4
COc1ccc(CCNCc2cccc(OC)c2OC)cc1OC	102.8	100.8	92.5	97.2	101.1	98.0	65.2	99.3	105.3
O=C(Cc1ccc([N+](=O)[O-])cc1)Nc1ccc(S(=O)(=O)F)cc1	94.9	93.3	96.8	97.4	94.0	81.9	70.0	85.6	84.6
CC(C)(C)[C@H](NC(=O)c1cn(Cc2ccccc2F)c2ccccc12)C(N)=O	105.7	111.6	108.8	100.8	96.8	81.8	103.6	103.2	104.4

Later entries:
SMILES	COLO 205	SW-620	HT29	HCC-2998	KM12	SNB-75	A498	HCT-116	HCT-15
O=c1[nH]c(N2C[C@@H]3C[C@H](C2)c2cccc(=O)n2C3)nc2sc3c(c12)CCCC3	110.4	90.9	87.1	110.2	97.8	91.2	82.1	93.3	99.0
Cc1ccc(S(=O)(=O)N(C)N=O)cc1	104.8	98.3	104.7	112.1	105.9	95.7	114.1	104.0	105.1
CCCC1(CCSC(=N)N)C(=O)NC(=O)NC1=O	108.2	100.2	105.4	104.1	102.9	77.3	104.9	108.1	99.2
C=C(OP(=O)(OC)OC)Sc1ccccc1C	114.6	108.2	110.1	120.3	119.3	83.7	97.4	102.8	114.2
C/C=C(\C)C1(CCC)C(=O)NC(=S)NC1=O	105.6	104.0	103.7	89.2	104.4	89.8	98.9	112.4	97.4
Clc1cccc(Cl)c1Cl	121.9	104.6	82.8	99.8	100.3	93.8	107.3	98.9	100.7
CCCCC(=O)c1ccccc1	102.1	102.5	87.3	106.8	112.7	102.7	108.8	98.4	110.0
CC1=C(C)CN2CC(C#N)=C(N)C2C1 (configuration not stated)	116.6	102.1	101.7	100.5	125.0	98.4	109.5	106.5	108.2
O=C(N/N=C/c1ccc(N(CCCl)CCCl)cc1)c1ccc(C(=O)N/N=C/c2ccc(N(CCCl)CCCl)cc2)cc1	72.7	75.0	45.9	87.3	81.2	48.9	93.2	53.0	98.7
Nc1ccc(OCc2ccc(C(=O)Nc3cccc(S(=O)(=O)F)c3)cc2)c(Cl)c1	89.1	102.8	86.5	103.3	86.6	37.3	94.1	88.5	56.9
[N-]=[N+]=CC(=O)CC[C@H](N)C(=O)O	106.3[20 µM]	101.0[20 µM]	102.1[20 µM]	101.7[20 µM]	106.7[20 µM]	73.3[20 µM]	85.4[20 µM]	98.6[20 µM]	101.6[20 µM]
CNC(=O)Oc1ccc2c(c1)OCO2	103.0	106.8	103.6	105.5	101.1	98.6	·	111.3	101.0
COc1c2c(cc3c1OCO3)CCN(C)C2	135.7	103.2	107.3	117.9	110.1	79.2	117.9	99.9	98.3
Nc1cccc(P(=O)(O)O)c1	97.0	99.9	100.9	89.2	98.5	83.5	97.6	103.6	106.3
CC1(C)CCC(=O)O1	110.3	105.1	98.6	107.5	113.2	77.1	103.2	104.2	105.7
C[C@]12CCC(=O)C[C@@H]1CC[C@@H]1[C@@H]2CC[C@]2(C)[C@@H](OC(=O)N(CCCl)N=O)CC[C@@H]12	31.8	31.7	31.6	44.6	3.7*	39.4	43.5	25.9	27.9
CC(C)c1ccc(O)cc1	117.1	107.2	98.5	·	114.0	88.9	114.0	94.8	113.3
COc1ccc(OC)c(/C=C(/C)[N+](=O)[O-])c1	-38.9*	-77.0*	-29.0*	106.3	26.5	77.2	109.6	-91.4*	-33.1*
COc1ccc2c(c1)NP(=S)(c1ccccc1)N2 (configuration not stated)	101.6	110.6	103.0	104.1	108.9	87.8	116.4	107.6	101.2
O=C(O)C(Cl)Cc1cnc[nH]1 (configuration not stated)	117.0	101.4	97.6	110.6	101.7	86.2	97.2	103.4	105.0
CCn1nccc1NC(=O)C(=O)c1cn(Cc2ccc(F)cc2)c2cccc(OC)c12	105.9	93.3	112.0	102.2	97.2	91.0	94.1	51.1	91.8
CSc1ncc(Br)c(N2CC2)n1	101.4	102.5	108.9	105.4	106.2	102.7	116.8	88.5	100.4
Nc1cccc(CC(=O)Nc2ccc(S(=O)(=O)F)cc2)c1	95.8	84.3	91.9	43.9	92.2	71.8	·	96.9	101.0
Nc1ccc(-c2ccc(N)c(N)c2)cc1N	·	103.2	98.0	132.0	104.6	78.3	101.1	105.2	100.8
COc1ccc(C=C2C(=O)NC(=O)NC2=O)cc1	107.8	96.5	93.2	105.1	109.9	75.2	102.8	102.0	100.9

The listing continues.
SMILES	COLO 205	SW-620	HT29	HCC-2998	KM12	SNB-75	A498	HCT-116	HCT-15
NN	106.7	107.6	93.0	107.0	97.5	109.0	110.3	97.0	96.6
Cc1c(Cl)cc([N+](=O)[O-])c(O)c1[N+](=O)[O-]	101.4	102.0	105.7	109.4	109.5	59.9	101.2	101.9	104.2
CC1CN1P(=O)(OCCCl)N1CC1C (configuration not stated)	125.4	107.0	99.2	100.8	101.6	100.0	128.9	102.3	104.6
CCOP(=O)(OCC)/C(C#N)=C/c1nc[nH]c1C	108.6	83.0	94.8	101.7	112.5	91.3	84.9	112.0	104.4
Cc1nc(C#N)c(N2C[C@@H]3C[C@@H](C2)c2cccc(=O)n2C3)o1	109.1	107.9	95.0	95.7	100.4	89.0	106.3	111.7	106.3
COc1cccc(CNC(=O)CN2CCCC2=O)c1O	106.2	93.9	102.9	99.0	104.6	80.6	93.1	90.6	100.2
O=C1C=C2c3ccccc3CC(C(=O)O)C2CC1 (configuration not stated)	115.5&115.5	98.7&100.3	104.8&99.6	119.8&120.1	104.9&104.8	91.3&73.1	102.8&110.3	98.8&98.1	104.3&97.5
COc1cc(OC)c(S(=O)(=O)N(CCCl)CCCl)cc1C1=NN(C(C)=O)C(c2ccc(Cl)cc2)C1 (configuration not stated)	91.4	91.8	64.2	98.1	84.9	49.7	85.4	65.6	69.4
N#C[C@]1(Cl)CC2CCC1C2 (some centres not stated)	107.4	112.4	112.9	115.6	123.6	·	121.5	108.2	119.3
CC1(C)CC2CCC(O)C2C(CCO)N1 (configuration not stated)	112.7	99.1	95.1	104.5	101.4	87.0	·	109.3	92.8
Cc1nnc([S-])s1.[Au+].c1ccc([PH+](c2ccccc2)c2ccccc2)cc1	-31.7*	-70.6*	12.0	37.0	49.1	-76.3*	25.1	-60.1*	-76.0*
CN(CCOCCC(=O)NCCCC(O)(P(=O)(O)O)P(=O)(O)O)C(=O)Oc1ccc2c(c1)OCC(c1ccc(F)cc1)C2=O (configuration not stated)	113.0	105.0	112.7	106.4	99.7	73.8	105.4	99.3	102.3
CC(C)[N+](C)(C)CCC(C(N)=O)(c1ccccc1)c1ccccc1	106.8	104.1	110.0	105.7	102.3	84.5	90.8	105.0	103.1
N#Cc1c(F)cc(-n2c(C(=O)N3CC(F)C3)cc3cccnc32)cc1F	111.6	108.8	107.6	100.7	101.3	90.7	107.6	104.5	102.5
CCOC(=O)CP(=S)(S)c1ccccc1 (configuration not stated)	99.1	104.3	105.1	105.2	103.7	87.4	94.7	97.5	104.2
C=C1CC[C@H]2C[C@@H]1[C@@]21CO[C@@]2(C=C(C)C(=O)O2)[C@H]1O	111.3	107.1	110.4	113.3	97.8	129.4	120.4	102.6	107.5
N#Cc1c[nH]c2ccccc12	109.6	95.8	105.3	99.2	99.9	70.7	96.8	101.7	93.9
CCCCC1CO1 (configuration not stated)	114.6	103.0	102.4	110.5	104.3	73.8	94.1	102.2	97.8
COCCOP(=O)(N1CC1C)N1CC1C (configuration not stated)	110.5	101.5	105.1	114.6	111.0	97.0	111.9	105.2	98.6
O=C1NCN(c2ccccc2)C12CCNCC2	146.9	118.1	110.9	129.3	111.8	97.8	140.1	84.7	96.8
CC(Cl)[N+](=O)[O-] (configuration not stated)	99.5	102.8	108.4	98.0	105.2	·	111.1	101.8	116.4
Cc1c([N+](=O)[O-])cc2c(c1[N+](=O)[O-])C(C)(C)CC2(C)C	107.7	109.0	87.9	113.2	115.8	118.4	87.2	111.0	118.2
CN=C1CN=C(c2ccccc2)c2cc(Cl)ccc2N1	117.3	95.3	90.5	98.8	105.4	85.7	96.1	101.2	102.1
CC(=O)c1ccc(Cl)cc1	109.9	108.7	104.4	110.0	110.1	85.5	113.2	110.5	126.0
O=[N+]([O-])c1cc(Cl)c(Cl)c([N+](=O)[O-])c1Cl	-23.8*	-61.9*	29.9	108.7	26.0	·	108.2	-77.1*	-18.5*
CCCCC/C=C/C(C)=C/C1CC(C)C/C=C/CCC(O)C(OC(N)=O)CCC(C)CC(OC(N)=O)C(C)C(=O)O1 (configuration not stated)	110.9	99.3	101.6	109.6	103.7	100.3	62.7	99.8	95.2
CC(=O)O[C@H]1CC[C@H]2[C@@H]3[C@H](C)CC4=CC(=O)CCC4[C@H]3CC[C@]12C (some centres not stated)	112.9	110.9	113.2	·	109.9	66.4	101.4	98.8	105.5
CCCCOC(=O)C1C(C=C(C)C)C1(C)C (configuration not stated)	110.5	106.4	91.7	96.0	100.1	85.2	120.9	94.3	98.9

Given with bars between the fields: entries from further up
Molecule | COLO 205 | SW-620 | HT29 | HCC-2998 | KM12 | SNB-75 | A498 | HCT-116 | HCT-15
CN(CCOCCC(=O)NCCCC(O)(P(=O)(O)O)P(=O)(O)O)C(=O)Oc1ccc2c(c1)OCC(c1ccc(F)cc1)C2=O (configuration not stated) | 113.0 | 105.0 | 112.7 | 106.4 | 99.7 | 73.8 | 105.4 | 99.3 | 102.3
CC(C)[N+](C)(C)CCC(C(N)=O)(c1ccccc1)c1ccccc1 | 106.8 | 104.1 | 110.0 | 105.7 | 102.3 | 84.5 | 90.8 | 105.0 | 103.1
N#Cc1c(F)cc(-n2c(C(=O)N3CC(F)C3)cc3cccnc32)cc1F | 111.6 | 108.8 | 107.6 | 100.7 | 101.3 | 90.7 | 107.6 | 104.5 | 102.5
CCOC(=O)CP(=S)(S)c1ccccc1 (configuration not stated) | 99.1 | 104.3 | 105.1 | 105.2 | 103.7 | 87.4 | 94.7 | 97.5 | 104.2
C=C1CC[C@H]2C[C@@H]1[C@@]21CO[C@@]2(C=C(C)C(=O)O2)[C@H]1O | 111.3 | 107.1 | 110.4 | 113.3 | 97.8 | 129.4 | 120.4 | 102.6 | 107.5
N#Cc1c[nH]c2ccccc12 | 109.6 | 95.8 | 105.3 | 99.2 | 99.9 | 70.7 | 96.8 | 101.7 | 93.9
CCCCC1CO1 (configuration not stated) | 114.6 | 103.0 | 102.4 | 110.5 | 104.3 | 73.8 | 94.1 | 102.2 | 97.8
